Eya2 inh: Eya2 (human) phosphatase inhibition. O00167. recombinant Eya2, OMFP fluorescence dephosphorylation (OMFP is methylfluorescein phosphate). Potency, µM (titrated, usually from 76.9 µM), for the others: top-dose activity, negative = inhibition, most hits filed as inhibitors. hit rate 0.006% among 330,000. AID 488837; note: potency is the fitted concentration of half-maximal effect; % is set by controls: 0 for no effect and ±100 for the full control effect
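Eya2 (0.2 uM) preincubated 10 min at ambient with compound, then OMFP substrate added at 50 uM; 10 min reaction in 50 mM HEPES pH 7.5, 50 mM NaCl, 5 uM MgCl2, 0.05% BSA, 1 mM DTT. Fluorescence read at Ex 485/Em 525 nm.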
TCR activator: activates T cell receptor signaling. primary human leukocytes, anti-CD3, IL-2 HTRF, 48 h. Potency, µM (top dose mostly 9.22 µM), inactives show top-dose activation of IL-2 secretion, most hits filed as activators. 330,000 tested, under 10 active. AID 504894; note: % of control where 0% means no effect
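IL-2 produced over 48 hr by a-CD3 bead-stimulated primary human leukocytes exposed to compounds was detected with a homogeneous time-resolved FRET immunoassay, 665nm acceptor signal after 320nm excitation.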
AT treatment: potential ataxia-telangiectasia treatments restoring KAP-1 phosphorylation; […] A-T fibroblasts, KAP-1 phosphorylation AlphaLISA; neocarzinostatin DNA damage 30 min before lysis; Potency, µM (top dose mostly 57.5 µM), for the others: at the top dose activation, hits mostly activators; hit rate 0.19% among 320,000; AID 485349; note: potency is the fitted concentration of half-maximal effect; % of control where 0% means no effect; nearly all actives have a fitted effect of over 45% in size
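ATM-like activity read as KAP-1 phosphorylation via AlphaLISA donor/acceptor antibody pairs after lysis and 6 hr at 25C. Cells were ATM-null patient fibroblasts ([…], hTERT), dosed 60 min, then exposed to the DSB inducer NCS for 30 min.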
TSHR antagonist: human thyrotropin receptor antagonism. P16473. TSHR-expressing cells, TSH-stimulated cAMP HTRF, 2 h; active compounds read low. hit rate 0.2% among 330,000. activity change, negative = inhibition, % at 11.5 µM. AID 504810;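 active = activity change below a set negative limit, meaning inhibition stronger than a set level, cut at about -70% in these data; inconclusive = activity change between two set negative limits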; note: % is set by controls: 0 for no effect and ±100 for the full control effect
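Freshly harvested TSHR cells receive pin-tooled compound, then EC80 TSH at 4nM final. After 2 hours at 37 deg C, antibody in lysis buffer and cAMP-d2 are added; 30 minutes at ambient temperature precede the HTRF read.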
Mito fusion yeast: blocks mitochondrial division or promotes mitochondrial fusion. AID 485298. S. cerevisiae fusion-defective mutant growth rescue, CellTiterGlo 48 h. hit rate 0.23% among 320,000. Potency, µM (highest dose often 46.1 µM), for the others: at the highest dose growth rescue (activation), hits mostly activators;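 note: potency is the fitted concentration of half-maximal effect; % of control where 0% means no effect; nearly all actives have a fitted effect of over 45% in size; temperature-sensitive fusion mutants such as fzo1-1 at 37 °C on non-fermentable ethanol glycerol medium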
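S. cerevisiae fusion-defective temperature-sensitive mutants (e.g. fzo1-1, mgm1-5) grown 48 h at 37C in YPEG (ethanol/glycerol non-fermentable) medium with 23 nl compound per well; growth rescue read as CellTiterGlo luminescence.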
KCNH2 WT inh: KCNH2 (human, wildtype) channel inhibition | Q12809 | activity change, % at 1.84 µM | U2OS, BacMam KCNH2, thallium flux FluxOr; active compounds read low | hit rate 0.37% among 340,000;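 active = maximum activity change below -70%; inconclusive = maximum activity change between -70% and -50%; inactive = maximum activity change above -50%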; note: % is set by controls: 0 for no effect and ±100 for the full control effect
Target sequence (Q12809 whole entry, looked up): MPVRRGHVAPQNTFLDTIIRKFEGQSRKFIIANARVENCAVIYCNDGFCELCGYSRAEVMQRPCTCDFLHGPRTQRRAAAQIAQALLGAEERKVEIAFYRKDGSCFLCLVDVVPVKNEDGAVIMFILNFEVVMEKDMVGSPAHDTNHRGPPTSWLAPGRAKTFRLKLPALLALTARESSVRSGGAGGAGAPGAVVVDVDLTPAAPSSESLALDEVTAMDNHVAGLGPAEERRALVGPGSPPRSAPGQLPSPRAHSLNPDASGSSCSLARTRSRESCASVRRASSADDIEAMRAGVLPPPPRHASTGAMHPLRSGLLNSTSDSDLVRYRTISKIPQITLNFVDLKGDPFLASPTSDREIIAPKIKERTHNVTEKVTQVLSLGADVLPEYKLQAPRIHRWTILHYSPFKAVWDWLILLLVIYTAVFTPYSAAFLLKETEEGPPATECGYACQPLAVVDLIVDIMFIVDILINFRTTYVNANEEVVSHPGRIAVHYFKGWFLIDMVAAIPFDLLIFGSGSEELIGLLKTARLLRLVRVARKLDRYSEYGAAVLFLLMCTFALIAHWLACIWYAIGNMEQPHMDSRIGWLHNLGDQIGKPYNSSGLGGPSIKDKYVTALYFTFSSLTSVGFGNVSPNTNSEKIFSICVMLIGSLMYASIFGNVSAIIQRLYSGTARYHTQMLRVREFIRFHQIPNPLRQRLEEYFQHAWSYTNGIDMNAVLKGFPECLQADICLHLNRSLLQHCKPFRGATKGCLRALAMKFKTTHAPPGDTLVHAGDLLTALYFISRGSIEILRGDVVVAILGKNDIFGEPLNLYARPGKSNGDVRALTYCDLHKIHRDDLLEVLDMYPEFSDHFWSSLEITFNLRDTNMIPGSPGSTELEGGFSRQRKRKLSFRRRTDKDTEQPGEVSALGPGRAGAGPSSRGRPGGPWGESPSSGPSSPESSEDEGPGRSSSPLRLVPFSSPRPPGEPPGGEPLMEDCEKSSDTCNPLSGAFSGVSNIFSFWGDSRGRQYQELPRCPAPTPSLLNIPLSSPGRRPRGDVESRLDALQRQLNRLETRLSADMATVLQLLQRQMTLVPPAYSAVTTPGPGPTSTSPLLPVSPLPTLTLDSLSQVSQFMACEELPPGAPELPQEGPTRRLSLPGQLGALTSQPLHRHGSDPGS
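U2OS cells transduced with wild-type KCNH2 virus are loaded with FluxOr dye for 45 min, and thallium flux is measured in kinetic reads before and after stimulation buffer. Rate constants are normalized to DMSO controls.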
USP2a block: blocks human ubiquitin-specific protease USP2a | USP2 core, Ub-CHOP2 coupled fluorogenic reporter, 485/531 | Potency, µM (titrated, usually from 38.3 µM), without a hit: at the top dose activity change, negative = inhibition, usual class: inhibitors | hit rate 0.01% among 330,000;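 note: potency is the fitted concentration of half-maximal effect; plate controls were DMSO wells for no effect and full inhibition by NEM control for full effect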
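Deubiquitinase activity read as fluorescence (485/531 nm) after Ub-CHOP2 cleavage activates the enterokinase reporter on its substrate; USP2 core 10nM, Ub-CHOP2 and substrate 25nM each, 30min compound preincubation then 60min RT; data normalized to NEM, curves fitted.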
TRPV1 agonist: activates the human vanilloid receptor TRPV1 | TRPV1-expressing cells, Fluo-8 calcium influx, agonist mode | activation, % at 8.33 µM | hit rate 0.19% among 320,000 | AID 540275; in the data active = activation above about 80%; inconclusive = between about 30% and that limit; note: 0% is about no effect
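TRPV1-expressing cells were cultured overnight at 35.5C and loaded with Fluo-8 calcium dye for 40 to 90 min at room temperature. After a 10 s baseline, compound was added and calcium influx was read kinetically for 3 min (ex 480/em 520 nm).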
ELG1 DNA repair: blocks ELG1-dependent DNA repair in HEK293T cells | HEK293T ELG1-luciferase reporter, luminescence, 16 h; DNA damage induced by 5-fluorouridine | Potency, µM (titrated, usually from 46.1 µM), for the others: at the top dose activity change, negative = inhibition, actives largely listed as inhibitors | hit rate 2.3% among 330,000 | AID 504467; note: potency is the fitted concentration of half-maximal effect; % is set by controls: 0 for no effect and ±100 for the full control effect; nearly all actives have a fitted effect of over 55% in size
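DMSO vehicle served as the neutral condition. Each well held 2,000 cells given 5-fluorouridine plus compound; after 16 hr at 37 °C/5% CO2, ONE-Glo was added and luciferase measured 30 min later.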
KCNH2 3.1 block: inhibitors of human KCNH2 3.1 potassium channel isoform; U2OS KCNH2 3.1, thallium flux FluxOr; active compounds read low; hit rate 0.95% among 340,000; AID 720553; activity change, % (tested at about 1.8 µM);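 active = maximum activity change below -70%; inconclusive = maximum activity change from -70% to -50%; inactive = maximum activity change above -50%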;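 note: thallium influx rate constant from kinetic fluorescence after stimulation buffer; % is set by controls: 0 for no effect and ±100 for the full control effect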
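U2OS cells transduced with KCNH2 3.1 mutant virus (1.77 x 10^8 /mL, 4 h), plated overnight at 37 C, loaded 45 min with FluxOr dye plus Red40 quencher. Thallium flux rate constant from kinetic reads after stimulation buffer, normalised to controls.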
* marks the source's active call; other numbers are inactive results; ? = inconclusive; . = not tested or not shown; [ ] = another dose, or the depositor's remark. Unless noted, calls come from the whole dose curve; as a rule, active = well fitted curve in the direction sought with a large enough effect; inconclusive = small, poorly fitted or top-dose-only effect, or another doubt; inactive = no such curve, though single readings can be large; an effect the other way counts as inactive or inconclusive. These rows are one share of the data, so the mix of outcomes need not match the whole.

mol	AT treatment	TSHR antagonist	USP2a block	ELG1 DNA repair	Eya2 inh	TRPV1 agonist	Mito fusion yeast	KCNH2 WT inh	TCR activator	KCNH2 3.1 block
O=C(COc1ccccc1F)Nc1ccc2[nH]c(=O)[nH]c2c1	0%	-6	0%	23%	3%	7	4%	3	-2%	2
CCOc1ccc(NS(=O)(=O)c2ccc(-c3ccc(=O)[nH]n3)o2)cc1	3%	1	-2%	9%	0%	2	3%	10	3%	28
N#CCC1c2ccccc2CCN1C(=O)Nc1cccc(Cl)c1 (stereo not drawn)	10%	-7	0%	-8%	6%	?	8%	-3	-1%	-10
Cn1c(=O)[nH]c(=O)c2c1nc(N(CCO)Cc1ccccc1)n2CCCc1ccccc1	14%	-2	1%	-8%	5%	7	3%	9	0%	-10
NS(=O)(=O)c1ccc(CNC(=O)C2(c3ccc(Cl)cc3)CC2)cc1	4%	26	-1%	-9%	3%	11	-8%	4	.	6
S=C(NCCc1ccccc1)NCCN1CCOCC1	-2%	9	1%	18%	5%	-2	-4%	-4	6%	0
O=C(/C=C/c1cc2c(cc1Br)OCO2)NCc1ccc(F)cc1	-1%	-6	1%	2%	-19%	.	-8%	6	0%	.
O=C(NCCN1C(=O)S/C(=C\c2ccc(OC(F)F)cc2)C1=O)c1cnccn1	-1%	-6	-3%	-16%	-1%	3	10%	-2	2%[46.1 µM]	9
CCN(c1ccccc1)S(=O)(=O)c1ccc2[nH]c(=O)[nH]c2c1	0%	-6	-1%	2%	-13%	-2	3%	-2	-4%	7
COc1ccc(-c2nc3c(-c4ccccc4)cnn3cc2C)cc1F	2%	-11	1%	15%	1%	-1	2%	-19	5%	19
OC(CNCc1ccc(F)cc1)(c1ccccc1)c1ccc(F)cc1 (stereo not drawn)	3%	-14	-1%	-3%	7%	.	-8%	1	3%	1
CCC1(C)Cc2c(sc(NC(=S)NC(=O)c3ccccc3)c2C#N)CO1 (stereo not drawn)	0%	24	2%	?	0%	4	0%	-1	0%[46.1 µM]	-6
CCn1c(CNC(=O)c2cccc(C)c2)nnc1SCC(=O)NC1=NCCS1	5%	5	0%	6%	-9%	-2	5%	-8	-5%	2
CC1=C(C(=O)Nc2cccnc2)C(c2ccncc2)n2nnnc2N1 (stereo not drawn)	4%	2	0%	-8%	2%	19	1%	12	-6%	22
CCc1nn(C(C)C(=O)NCCN2CCN(c3cccc(C)c3C)CC2)c(=O)c2cc3occc3n12 (stereo not drawn)	2%	-2	0%	?	-15%	7	7%	15	-3%	1
CO[C@H]1C=CO[C@@]2(C)Oc3c(C)c(O)c4c(O)c(c(C=NN5CCN(C)CC5)c(O)c4c3C2=O)NC(=O)C(C)=CC=C[C@H](C)[C@H](O)[C@@H](C)[C@@H](O)[C@@H](C)[C@H](OC(C)=O)[C@@H]1C	-25%	-2	-19%	0%	?	-3	-13%	24	0%	27
CCC1CN(C(=O)N2CCC(C(=O)NCCc3ccccc3OC)CC2)c2ccccc2O1 (stereo not drawn)	7%	-5	2%	?	4%	-1	2%	-31	0%	6
Cc1ccc(N2C(N)=C(C#N)C(c3cccnc3)C3=C2CC(C)(C)CC3=O)cc1 (stereo not drawn)	-10%	-7	3%	-7%	1%	-1	-8%	2	-4%	-13
CC1(C)NC(=O)N(CC(O)Cn2nnc3ccccc32)C1=O (stereo not drawn)	1%	3	1%	-2%	3%	0	-4%	-7	5%	26
COc1cc(/C=N/Nc2cccc(C)c2)ccc1OC(=O)c1ccco1	-7%	-3	1%	?	5%	-1	-24%	-14	-1%[46.1 µM]	5
CCOc1ccc(N(CC(=O)NCCCOC)S(C)(=O)=O)cc1	17%	33	4%	0%	-6%	-3	-4%	6	-2%	2
Cc1c(C(=O)NCc2ccc(F)cc2)c(-c2ccccc2)nn1-c1ccccc1	0%	-8	8%	?	-3%	10	6%	-9	3%	2
CSc1nc2ccccc2n1C(=O)NC1CCCCC1	0%	8	2%	?	13%	-1	8%	0	-5%	-4
NC(=O)[C@@H]1CC2(CC(c3cccc(NC(=O)[C@@H]4CCC(=O)N4)c3)=NO2)CN1C(=O)Cc1ccc([N+](=O)[O-])cc1 (stereo partly drawn)	-29%	11	10%	-1%	-2%	1	17%	4	6%	29
Cc1cc(C(=O)NC2CC(C)(C)Cc3c2cnn3-c2cccc(F)c2)nn1C (stereo not drawn)	7%	5	-2%	-23%	-3%	22	6%	0	3%	3
CCCNC(=O)COC(=O)c1n[nH]c2ccccc12	4%	-8	1%	-9%	-8%	0	-3%	0	3%	-3
COC(=O)c1ccccc1NC(=O)CSc1nnc(-c2ccc(OC)cc2)n1C	1%	1	-2%	-18%	2%	3	3%	-2	-12%[46.1 µM]	5
O=C(Nc1ccc2c(c1)OCCO2)N1CCOCC1	0%	15	0%	?	13%	-9	2%	3	0%	2
Cc1ccc(C)c(NS(=O)(=O)c2ccc(-c3cnc(C4CC4)o3)cc2)c1	-5%	4	1%	?	-10%	15	0%	-19	-7%	20
O=C(NCc1ccc(F)cc1)C1CCC(CNS(=O)(=O)c2ccccc2)CC1 (stereo not drawn)	7%	12	4%	6%	-8%	18	12%	1	-1%	20
O=S(=O)(Nc1nc2ccccc2nc1Cl)c1ccc(Br)cc1	24%	-16	3%	-14%	10%	2	23%	-3	-4%	-9
Cn1cc(S(=O)(=O)N2CCCC2)cc1C(=O)NCc1ccccc1	-6%	-1	0%	12%	11%	3	0%	-4	2%	-2
CCCc1cc(-c2ccc3c(c2)COc2c4ccccc4nn2-3)on1	-19%	-14	1%	?	30%	22	8%	.	1%	.
CC(C)c1ccc(NC(=O)CCC(=O)NCc2ccco2)cc1	6%	-6	0%	18%	-5%	?	0%	-11	0%	-3
CCn1cc(-c2cc(C(=O)O)c3ccccc3n2)c(C)n1	1%	-5	1%	12%	-16%	2	-10%	40	-1%[46.1 µM]	9
O=C(Oc1ccccc1)n1c(=S)oc2ccccc21	-4%	5	1%	0%	1%	2	0%	-8	0%[46.1 µM]	-13
Cn1ncc(Br)c1C(=O)Nc1ccc(F)cc1F	-1%	1	-2%	-2%	-6%	-1	2%	2	0%[46.1 µM]	-10
O=C(NCc1ccccc1)Nc1cccn(Cc2c(F)cccc2Cl)c1=O	-5%	1	-5%	?	1%	?	-5%	16	9%	-17
CC(C)(C)OC(=O)N1CCN(C(=O)Nc2ccc3c(c2)OCCO3)CC1	6%	-6	2%	29%	4%	0	6%	24	11%	14
CC1CC1C(=O)Nc1ccc(-c2ccccc2)cc1 (stereo not drawn)	-7%	13	0%	?	3%	?	?	-6	1%[46.1 µM]	-5
Cc1cc(=O)[nH]c(NCc2ccccc2)n1	4%	1	1%	20%	-11%	6	6%	1	-4%	28
COc1ccc(Cl)cc1N(CC(=O)Nc1ccccc1SC)S(C)(=O)=O	3%	-6	-1%	7%	2%	6	5%	-1	5%	6
O=C(Nc1ccc(-c2nc3ccccc3[nH]2)cc1)c1cccc(N2C(=O)CCC2=O)c1	0%	-4	2%	?	-5%	-5	-2%	16	2%[46.1 µM]	-1
CCc1ccc(C(=O)CSc2n[nH]c(-c3ccncc3)n2)cc1	6%	-7	2%	0%	-19%	-5	1%	-5	2%	-6
c1ccc(CN2CN=C(Nc3nc4ccccc4s3)NC2)cc1	-2%	-3	3%	4%	10%	2	1%	5	-3%	-9
CCCNC(=O)COC(=O)C1CCN(S(=O)(=O)c2ccc3c(c2)OCCO3)CC1	2%	-3	0%	10%	0%	-3	3%	20	5%	13
O=C(NCc1ccccn1)c1ccc(CNS(=O)(=O)c2ccc(F)cc2)cc1	0%	4	3%	1%	4%	-1	2%	-4	-2%[46.1 µM]	3
O=C1CN(S(=O)(=O)c2cc(C(=O)O)ccc2Cl)c2ccccc2N1	-7%	-76*	0%	1%	0%	6	1%	-5	5%	10
O=C(O)CC(C(=O)Nc1ccc(Cl)cc1Cl)C1CCCO1 (stereo not drawn)	3%	0	1%	8%	1%	-2	4%	17	0%	17
COc1ccc(S(=O)(=O)N2CCN(C)CC2)c2ccccc12	-4%	12	1%	8%	-18%	12	-7%	6	-1%	6
Cc1ccc(Nc2c(-c3ccc(N4CCOCC4)cc3)nc3ncccn23)cc1C	7%	2	3%	?	-5%	-7	-19%	0	1%	15
NCCCC[C@@H]1NC(=O)c2cc([N+](=O)[O-])cc(I)c2SC[C@@H](C(N)=O)NC(=O)[C@H](CCC(N)=O)NC1=O	10%	1	1%	20%	5%	-2	-2%	11	-1%	2

Screens as filed in PubChem.
